KCNQ1 block – human KCNQ1 channel inhibition. CHO-K1 KCNQ1, FluxOR thallium flux fluorescence; active compounds read high. P51787. hit rate 1.3% among 310,000. B-score at 10 µM;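 active = compounds whose thallium flux B-score, printed positive for inhibition, exceeds three library SD while starting fluorescence stays within three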;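 note: channel opened by potassium depolarization with thallium stimulus after 20 min compound exposure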
ANO1 block – inhibitors of mouse TMEM16A calcium-activated chloride channel; Q8BHY3; HEK293 TMEM16A/YFP iodide influx fluorescence, ionomycin; normalized B-score (activity score, 25-100; higher = stronger inhibition) at 10 µM; hit rate 1.2% among 310,000;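 active = ratio plate-corrected score three or more library SD toward inhibition, starting fluorescence score within five deviations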;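 note: score derived from kinetic fluorescence span divided by baseline fluorescence per well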
Target sequence (Q8BHY3 whole entry, looked up): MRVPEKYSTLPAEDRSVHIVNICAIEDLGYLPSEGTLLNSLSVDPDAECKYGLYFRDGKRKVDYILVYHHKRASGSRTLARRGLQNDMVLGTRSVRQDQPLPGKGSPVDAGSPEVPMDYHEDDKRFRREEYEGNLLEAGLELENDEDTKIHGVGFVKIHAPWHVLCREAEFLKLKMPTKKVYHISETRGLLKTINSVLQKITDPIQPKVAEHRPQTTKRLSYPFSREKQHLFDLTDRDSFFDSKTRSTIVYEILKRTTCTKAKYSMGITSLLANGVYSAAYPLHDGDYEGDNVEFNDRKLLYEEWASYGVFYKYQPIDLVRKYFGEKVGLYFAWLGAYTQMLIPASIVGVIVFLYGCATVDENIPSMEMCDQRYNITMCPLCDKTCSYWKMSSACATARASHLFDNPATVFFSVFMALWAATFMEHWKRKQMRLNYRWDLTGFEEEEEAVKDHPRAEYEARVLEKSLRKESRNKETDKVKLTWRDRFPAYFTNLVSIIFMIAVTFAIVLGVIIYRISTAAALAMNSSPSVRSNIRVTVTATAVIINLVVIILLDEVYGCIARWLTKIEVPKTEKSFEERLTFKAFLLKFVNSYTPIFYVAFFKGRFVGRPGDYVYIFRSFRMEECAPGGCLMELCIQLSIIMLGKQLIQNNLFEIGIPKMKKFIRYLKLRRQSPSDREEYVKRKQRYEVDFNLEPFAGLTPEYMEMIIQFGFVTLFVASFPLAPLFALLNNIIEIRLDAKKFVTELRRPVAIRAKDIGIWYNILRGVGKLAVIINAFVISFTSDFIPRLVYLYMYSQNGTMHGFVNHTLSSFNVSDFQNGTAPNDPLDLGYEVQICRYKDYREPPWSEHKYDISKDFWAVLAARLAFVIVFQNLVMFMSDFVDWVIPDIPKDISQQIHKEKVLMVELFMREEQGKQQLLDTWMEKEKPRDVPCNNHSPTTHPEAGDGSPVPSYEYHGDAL
KCNK3 block – human KCNK3 channel inhibition, primary screen | O14649 | CHO-KCNK3 thallium flux, FluxOR fluorescence; active compounds read low | hit rate 0.84% among 340,000 | B-score at 10 µM;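 active = B-score under library mean minus 4 SD, starting fluorescence ratio at most library mean plus 5 SD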;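 note: more negative B-score means stronger inhibition of thallium flux through KCNK3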
KCNQ1 pot – human KCNQ1 channel potentiation or activation; P51787; CHO-K1 KCNQ1, thallium flux FluxOR fluorescence; active compounds read high; B-score at 10 µM; hit rate 0.35% among 310,000;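 active = fluorescence ratio B-score, a plate-corrected score, at least three library SD, with initial intensity B-score within 5 SD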
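System: CHO-K1 cells stably expressing KCNQ1 / Medium: assay buffer for compound exposure, DMSO matched across wells / Reagent: thallium- and potassium-containing depolarizing buffer / Compound: one concentration, matched DMSO / Incubation: 20 min compound pretreatment at room temperature / Measured by: kinetic FluxOR fluorescence, 10 s baseline plus 110 s post-stimulus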
hERG rescue – hERG (human) protection from proarrhythmic block; Q12809; CHO-hERG, FluxOR thallium flux, dofetilide IC70 present; activation (rescue from dofetilide block), less the hit threshold, % at 10 µM; hit rate 0.51% among 310,000; AID 1511;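 active = activation above the mean of controls blocked by dofetilide plus 5 SD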;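 note: thallium influx through hERG after potassium depolarization seen as dye fluorescence rise; in these data hits start at about 4.7%; inactives centre near -7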
Dyrk1A ADPGlo – Dyrk1A (rat) kinase inhibition | hit rate 0.43% among 310,000 | inhibition, % at 12.5 µM | AID 504441 | Q63470 | ADP-Glo luminescence, NFATc1 peptide; in the data active = inhibition above about 50%;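 note: plate controls were vehicle with enzyme for no effect and no enzyme for full effect; many of its hits are not listed in these tables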
TRPC4 act – opens the mouse TRPC4 cation channel; Q9QUQ5; HEK293 TRPC4beta/mu-opioid, Fluo4 calcium fluorescence; active compounds read high; B-score at 10 µM; hit rate 0.49% among 310,000; AID 2237;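 active = B-score above 5 SD of library B-scores, and initial fluorescence ratio not above library mean plus 5 SD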;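 note: positive B-score marks a calcium rise read as TRPC4 activation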
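Assay system: HEK293 stable line with TRPC4beta plus mu-opioid receptor; schedule: 45 min room-temperature Fluo4 loading, 110 s read; technique: kinetic Fluo4 calcium fluorescence; evaluation: integrated baseline-normalised fluorescence ratio, converted to per-well B score; controls: buffer (low) and maximal DAMGO (high)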
TRPC4 PAM – allosterically enhances the mouse TRPC4 cation channel; B-score at 10 µM; HEK293 TRPC4beta/mu-opioid, DAMGO EC20, Fluo-4 Ca2+ flux; active compounds read high; Q9QUQ5; hit rate 0.42% among 310,000;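 active = B-score of calcium response area above 5 SD of library B-scores, with initial fluorescence ratio within 5 SD of library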;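 note: B-score of integrated fluorescence ratio over time as area under calcium response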
KCNK9 block – inhibitors of human KCNK9 two-pore domain potassium channel. AID 488922. hit rate 1.2% among 310,000. B-score at 10 µM. HEK293 KCNK9, FluxOR thallium flux fluorescence; active compounds read low. Q9NPC2;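 active = ratio B-score over 3 SD below the library mean, with starting fluorescence within 5 SD of its mean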;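 note: negative B-score means less thallium flux so channel inhibition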
HDAC3 inhib – human HDAC3 inhibition. O15379. recombinant HDAC3, fluorogenic peptide/trypsin coupled, fluorescence. inhibition, % at 8.3 µM. hit rate 0.15% among 320,000. AID 2718; in the data active = inhibition above about 26%, passing the limit was not always enough
TMEM16A act – mouse TMEM16A channel activation, primary screen. HEK293 TMEM16A/YFP-H148Q/I152L, iodide quench fluorescence; active compounds read low. Q8BHY3. B-score at 10 µM. hit rate 0.3% among 340,000;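 active = fluorescence-ratio B-score plate-corrected deviation score at least 3 library SD below zero, with starting fluorescence score within 5 deviations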;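 note: channel opened by trigger with iodide after compound preincubation; score built on the fluorescence ratio of max minus min over baseline; more negative score means more quench and so TMEM16A activation or potentiation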
* hit, by the source's call; i = inactive; nt = not tested or not shown. Not all compounds are listed; count on the stated rates, not on these rows.

Value order – KCNQ1 block, ANO1 block, KCNK3 block, KCNQ1 pot, hERG rescue, Dyrk1A ADPGlo, TRPC4 act, TRPC4 PAM, KCNK9 block, HDAC3 inhib, TMEM16A act
- Cn1cnnc1SCC(=O)N1N=C(c2ccc(Cl)cc2)CC1c1ccco1 (stereo not given)
    i, i, i, i, -19, -1, i, i, i, 1, i
- Cc1c(C(=O)NCCSc2ccc(Cl)cc2)cccc1[N+](=O)[O-]
    i, i, i, i, -5, 1, i, i, i, 6, i
- S=C(NCc1cccs1)Nc1cccc2ccccc12
    i, i, i, i, -13, 1, i, i, i, 2, i
- Cc1ccc(N(C(=O)Cn2nnc(-c3ccccc3F)n2)C(C(=O)NC2CCCC2)c2ccncc2)cc1 (stereo not given)
    i, i, i, i, -5, -2, i, i, i, -2, i
- C#CCOCCOCCOCCNc1nc(N2CCN(C(=O)[C@H](CCC(=O)O)n3cc(C(N)Cc4ccc(O)cc4)nn3)CC2)nc(N2CCN(C(=O)[C@H](CCC(=O)O)n3cc(C(N)[C@H](C)CC)nn3)CC2)n1 (stereo not given in full)
    i, i, i, i, -5, 2, i, i, i, -5, i
- CC1(C)CC(N2CCCC2)=CC(=[N+]2CCCCC2)C1
    i, i, i, i, -13, 0, i, i, i, 11, i
- Cc1cc(C)c(NC(=S)N2CCN(c3ccc([N+](=O)[O-])cn3)CC2)cc1C
    i, i, i, i, -2, -1, i, i, i, 2, i
- COc1ccccc1C(=O)N(Cc1sccc1C)C1CCS(=O)(=O)C1 (stereo not given)
    i, i, i, i, -3, nt, i, i, i, -5, i
- COc1ccccc1-c1coc2c(CN3C(C)CCCC3C)c(O)ccc2c1=O (stereo not given)
    i, i, i, i, -3, nt, i, i, i, -13, i
- Cc1nc2cc(Nc3ccncc3)ccc2s1
    i, i, i, i, -15, -4, i, i, i, 4, i
- O=C(CCN1C(=O)c2cccc3cccc(c23)C1=O)NC1CCS(=O)(=O)C1 (stereo not given)
    i, i, i, i, -6, -7, i, i, i, -3, i
- COC(=O)/C=C1/S/C(=N/NC(=O)c2ccc(Cl)cc2Cl)NC1=O
    i, i, i, i, -9, nt, i, i, i, 9, i
- Cc1cccc(NC(=S)NCC(c2cccnc2)N2CCOCC2)c1C (stereo not given)
    i, i, i, i, -1, -5, i, i, i, -2, i
- Cc1ccc(-n2cnc3ncnc(-c4ccccc4)c32)cc1
    i, i, i, i, -13, -2, i, i, i, -1, i
- O=C(/C=C/c1ccccc1Cl)Nc1cccnc1
    i, i, i, i, -2, 46, i, i, i, 4, i
- COc1ccc(CCNC(=O)c2c(C)cc(=O)oc2C)cc1OC
    i, i, i, i, -10, 9, i, i, i, -2, i
- Cc1ccc(N2C(=O)C(NC(=O)c3ccccc3)(C(F)(F)F)C3=C2CC(C)(C)CC3=O)cc1 (stereo not given)
    i, i, i, i, -6, -7, i, i, i, 12, i
- CCN(CC)CC(=O)Nc1cccc(S(=O)(=O)N2CCCC2)c1
    i, i, i, i, -16, 1, i, i, i, -13, i
- O=C(Cn1cc2c(n1)CCCC2)NCCCN1CCN(Cc2ccccc2)CC1
    i, i, i, i, -6, 11, i, i, i, 11, i
- CCOC(=O)CCc1n[nH]c(=O)[nH]c1=O
    i, i, i, i, -7, -2, i, i, i, -6, i
- COC(=O)C1=CN(CCOC23CC4CC(CC(C4)C2)C3)C=C(C(=O)OC)C1c1ccsc1
    i, i, i, i, -11, nt, i, i, i, -1, i
- CS(=O)(=O)n1nc(NCc2cccs2)nc1NCc1cccs1
    i, i, i, i, 0, 3, i, i, i, 2, i
- CC(=O)COc1ccc2c(C)c(C)c(=O)oc2c1
    i, i, i, i, -2, 8, i, i, i, -43, i
- CC1(C)C(c2ccccc2)=[N+]([O-])CN1O
    i, i, i, i, -11, 0, i, i, i, 2, i
- CC(C)Cc1nc(SCC(=O)N2CCCC2)c2c(=O)n(C)c(=O)n(C)c2n1
    i, i, i, i, -6, 5, i, i, i, nt, i
- Cc1ccc(C2Nc3ccccc3NC3=C2C(=O)OC(C)C3)cc1 (stereo not given)
    i, i, i, i, -5, -1, i, i, i, 3, i
- C#CCNc1cc(C)nc2ncnn12
    i, i, i, i, -6, 0, i, i, i, 2, i
- COc1cccc(NC(=O)C(C)N2C(=O)c3ccccc3S2(=O)=O)c1 (stereo not given)
    i, i, i, i, -9, -7, i, i, i, -3, i
- COc1ccc(/C=N/Nc2nncc3ccccc23)c(OC)c1
    i, i, i, i, -6, 3, i, i, i, -4, i
- Cc1ccc(C(CCNC(C)c2cccs2)c2ccco2)cc1 (stereo not given)
    i, i, i, i, -7, 6, i, i, i, -1, i
- O=C1CNC(=O)/C1=C\N1CCN(C(c2ccccc2)c2ccccc2)CC1
    i, i, i, i, -11, 6, i, i, i, -6, i
- CCOc1nc(NC2CCCC2)nc(N2CCC(C)CC2)n1
    i, i, i, i, -7, 0, i, i, i, -1, i
- COc1ccc(NC(=O)Nc2cccnc2)cc1
    i, i, i, i, -1, 1, i, i, i, 3, i
- COc1ccc(OC)c(NC(=O)CN(c2ccc(C)cc2)S(=O)(=O)c2c(C)n[nH]c2C)c1
    i, i, i, i, -12, -5, i, i, i, -4, i
- COc1cccc(NC(=O)Nc2ccc3nc(C)c(C)nc3c2)c1
    i, i, i, i, -1, 6, i, i, i, 1, i
- CCCCCNC(=O)C1c2ccccc2Oc2ccccc21
    i, i, i, i, -7, -3, i, i, i, 1, i
- Cc1cccc(C(=O)NC(=S)Nc2ccc(Cc3ccncc3)cc2)c1
    i, i, i, i, -4, 1, i, i, i, 7, i
- Cc1ccc(S(=O)(=O)NNC(=O)C(=O)NNc2ccccn2)cc1
    i, i, i, i, -6, 3, i, i, i, -5, i
- CCN(CC)CCOC(=O)/C=C/c1ccccc1OC
    i, i, i, i, -10, 0, i, i, i, 5, i
- COC(=O)c1cc(S(=O)(=O)N2CCN(c3ccc(C(C)=O)cc3)CC2)c[nH]1
    i, i, i, i, -4, nt, i, i, i, 2, i
- NC(=S)Nc1ccc2cc[nH]c2c1
    i, i, i, i, -9, -6, i, i, i, 5, i
- CCC(C)c1ccc(NC(=O)COc2c(F)c(F)c(C(F)(F)F)c(F)c2F)cc1 (stereo not given)
    i, i, i, i, -17, -1, i, i, i, 8, i
- Cc1cc(Br)cc2c1NC(=O)C2(c1c(C)n(C)n(-c2ccccc2)c1=O)c1c(C)n(C)n(-c2ccccc2)c1=O
    i, i, i, i, -15, 6, i, i, i, 2, i
- Cc1cc(OCC(=O)Nc2ccc(CN3CCOCC3)cc2)c2c(C)cc(=O)oc2c1
    i, i, i, i, -6, -3, i, i, i, -41, i
- O=C(c1ccsc1)N1CCCC(N2CCN(c3cccc(Cl)c3)CC2)C1 (stereo not given)
    i, i, i, i, -6, -5, i, i, i, -2, i
- CC(C)(C)NC(=O)NC(=O)COC(=O)Cn1c(C(F)(F)F)nc2ccccc21
    i, i, i, i, -8, 5, i, i, i, 7, i
- c1ccc(CSc2nnc(-c3cccs3)n2Cc2ccco2)cc1
    i, i, i, i, -28, 1, i, i, i, 7, i
- CCCc1cc(C(=O)NNC(=S)NCC)c2ccccc2n1
    i, i, i, i, -2, 3, i, i, i, 3, i
- O=C(Cc1cccc2ccccc12)N/N=C1\CCCc2ccccc21
    i, i, i, i, -4, -5, i, i, i, 3, i
- COc1ccc(OC)c(C2C(C(=O)c3sc(C)nc3C)=C(O)C(=O)N2CCN2CCOCC2)c1 (stereo not given)
    nt, i, i, nt, nt, 0, nt, nt, nt, 1, i

Continuation:
Value order – KCNQ1 block, ANO1 block, KCNK3 block, KCNQ1 pot, hERG rescue, Dyrk1A ADPGlo, TRPC4 act, TRPC4 PAM, KCNK9 block, HDAC3 inhib, TMEM16A act
- CCCCOc1ccc(C(=O)NCc2ccco2)cc1
    i, i, i, i, -14, 4, i, i, i, -5, i
- CCCn1c(SCC(=O)Nc2nonc2C)nnc1-c1ccoc1C
    i, i, i, i, -6, 7, i, i, i, 3, i
- CSc1nc2ccc(NC(=O)C3=NNC(=O)CC3)cc2s1
    i, i, i, i, -7, 5, i, i, i, -2, i
- c1ccc(CNc2ccc3c(c2)ncn3C2CCCCC2)nc1
    i, i, i, i, -1, nt, i, i, i, -2, i
- COc1ccc(C2/C=C\CN(S(=O)(=O)c3ccc(C)cc3)CC(=O)N2Cc2ccc(F)cc2)cc1 (stereo not given)
    i, i, i, i, -13, 5, i, i, i, 8, i
- CCC(=O)NC(=S)Nc1ccccc1F
    i, i, i, i, -6, 2, i, i, i, 7, i
- COC(=O)CSc1nc2ccc(NC(=O)c3ccccc3C(=O)N3CCOCC3)cc2s1
    i, i, i, i, -19, -2, i, i, i, 2, i
- Cc1ccccc1CN1N=C(/C=C/c2ccccc2)CCC1=O
    i, i, i, i, -5, -1, i, 14*, i, 1, i
- COc1ccc(NS(=O)(=O)c2cc(NC(=O)c3nc4nc(C)cc(C)n4n3)ccc2C)cc1
    i, i, i, i, -7, 1, i, i, i, 5, i
- N#CC1=C(N)N=C(SCc2ccccc2)C(C(N)=O)C12CCCCC2 (stereo not given)
    i, i, i, i, -3, -1, i, i, i, 3, i
- COc1ccc(N(CC(=O)N/N=C/c2cccc(OC)c2OC)S(=O)(=O)c2ccccc2)cc1
    i, i, i, i, -11, 1, i, i, i, 0, i
- Cc1ccc(C)c(N2CCN(C(=O)C3CCCN(S(=O)(=O)c4c(C)[nH]c(=O)[nH]c4=O)C3)CC2)c1 (stereo not given)
    i, i, i, i, -10, -4, i, i, i, -1, i
- C=CCSc1nc(-c2ccc(OC)cc2)c(C#N)c(=O)n1CC=C
    i, nt, i, i, -8, nt, i, i, -8.7*, nt, i
- COc1ccc(NC(=O)NCc2ccco2)cc1OC
    i, i, i, i, 1, -5, i, i, i, 2, i
- COc1ncnc2c1NC1=C(S2)C(=NCCC(=O)O)CC(C)(C)C1
    i, i, i, i, -12, 8, i, i, i, 8, i
- CCOC(=O)C(C)c1n[nH]c(=O)c2ccccc12 (stereo not given)
    i, i, i, i, -12, -1, i, 13*, i, 4, i
- O=C(Nc1ccc2c(c1)OCO2)c1cncc(Br)c1
    i, i, i, i, -7, -6, i, i, i, -7, i
- COc1ccc(S(=O)(=O)NCC(=O)N(CC2CCCO2)C(C(=O)NC2CCCC2)C(C)C)cc1 (stereo not given)
    i, i, i, i, -8, -4, i, i, i, 4, i

Screening results deposited in PubChem BioAssay by several laboratories.
